# mcGAS inh – cyclic GMP-AMP synthase inhibitors, mouse, primary biochemical chemiluminescence. recombinant cGAS, Kinase-Glo ATP depletion luminescence. inhibition, % at 12.5 µM. actives 0.15% (n = 160,000). AID 1259399, 2018;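 note: 0% = negative control wells and 100% = reference inhibitor with no enzyme activity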
# hcGAS lum – Primary biochemical luminescence assay for human cyclic GMP-AMP synthase inhibitors. Q8N884. recombinant h-cGAS, ATP depletion, Kinase-Glo luminescence. inhibition, % at 12.5 µM. actives 0.081% (n = 290,000). AID 1259398, 2018;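 note: 0% = vehicle reaction and 100% = reaction without DNA for no activity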
# Target sequence (Q8N884 whole entry, looked up): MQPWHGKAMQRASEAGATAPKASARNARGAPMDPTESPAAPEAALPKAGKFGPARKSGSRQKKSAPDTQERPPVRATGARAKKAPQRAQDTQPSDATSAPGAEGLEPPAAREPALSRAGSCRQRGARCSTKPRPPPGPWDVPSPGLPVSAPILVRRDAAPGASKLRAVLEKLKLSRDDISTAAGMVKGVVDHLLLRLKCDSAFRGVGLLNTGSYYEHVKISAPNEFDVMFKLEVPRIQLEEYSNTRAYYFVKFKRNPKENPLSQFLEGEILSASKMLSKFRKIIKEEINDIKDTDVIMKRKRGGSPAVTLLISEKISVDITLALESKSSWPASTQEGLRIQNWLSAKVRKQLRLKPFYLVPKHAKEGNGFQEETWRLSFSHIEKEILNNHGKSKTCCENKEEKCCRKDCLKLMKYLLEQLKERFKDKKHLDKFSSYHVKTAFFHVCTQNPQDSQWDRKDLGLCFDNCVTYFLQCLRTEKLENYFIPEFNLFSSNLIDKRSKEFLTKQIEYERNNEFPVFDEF
# NPYLR7 ag – agonists of mosquito NPYLR7 receptor, primary screen, cell-based, Aedes aegypti, calcium fluorescence, mosquito biting behavior; Aedes aegypti neuropeptide Y-like receptor 7 (NPYLR7); HEK293T NPYLR7/Galpha15, GCaMP6s calcium fluorescence; activation, % at 10 µM; actives 0.15% (n = 270,000); AID 1259423, 2018; in the data active = activation above about 40%;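 note: 0% = vehicle and 100% = reference agonist at the receptor; some compounds past the cut are filed as inactive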
# * marks the source's active call; other numbers are inactive results; nt = not tested or not shown; & = joins results of further samples. Cut-off read from the data, not from the text of the source, unless noted: active = inhibition above about 40%; inactive = the rest. The order is random; about 0.27% have a hit in one of these screens.
# Order of values: mcGAS inh, hcGAS lum, NPYLR7 ag
> COCCN1CCC(N(Cc2nnc(C3CC3)n2C)C(C)=O)C1 (stereo unspecified)
    nt, -4, 1
> Cc1ccccc1-n1c(SCC(=O)N2CCOCC2)nnc1-c1ccccc1Cl
    -3, 1, 4
> Cc1[nH]c2nc3c(c(=O)n(Cc4ccc(Br)cc4)c(=O)n3C)n2c1C
    -10, -6, 8
> COC1C(=O)N(CC2CC2)C12CCN(C(=O)C(C)C)CC2 (stereo unspecified)
    -7, -11, nt
> CCN1CCN(c2oc(-c3ccc(COc4ccccc4C)o3)nc2C#N)CC1
    -7, -5, 0
> COCc1cc(N2CCN(C)CC2)nc(SCc2ccc(C(=O)O)cc2)n1
    2, 4, -15
> CCOC(=O)CNc1c(-c2cccc(OC)c2)nc2c(OCc3ccccc3)cccn12
    -5, -6, nt
> COc1ccc(C2c3c(n[nH]c3-c3ccc(Br)cc3)OC(=N)C2C#N)cc1O (stereo unspecified)
    nt, -2, -2
> Cc1cc(C)c(S(=O)(=O)N2CCCN(c3nc(Cc4ccccc4)nc4c3c(C)nn4-c3ccccc3)CC2)c(C)c1
    -3, -2, 10
> COc1ccc(-c2nnc(SCC(=O)N/N=C\c3ccc(O)cc3O)n2-c2ccccc2)cc1OC
    -1, 2, -6
> Cc1ccc(CNC(=O)c2cncn2-c2cccc(-c3ccccc3C(F)(F)F)c2)o1
    -7, -8, 1
> CC1(C)CC(=O)c2c(C(F)(F)F)nn(-c3ccc(C(N)=O)c(NC4CCC(OC(=O)CN)CC4)c3)c2C1 (stereo unspecified)
    -10, -9, -2
> NC(=O)COC(=O)C=Cc1cccs1
    -1, -3, 5
> O=C(NNC1=NC2(CCCC2)Cc2ccccc21)c1ccccc1
    nt, 0, -7
> COc1cccc(CNC(=O)CCC2CCCN(C3C4CC5CC(C4)CC3C5)C2)c1 (stereo unspecified)
    -14, 1, 4
> CCOc1ccccc1N1C(=O)CSC1c1cccc(NC(=O)Cc2cccs2)c1 (stereo unspecified)
    -4, -4, 2
> C=CCO/N=C(/C)c1c(O)c(C)c(-c2ccccc2)n(-c2ccccc2)c1=O
    nt, -4, 6
> C=CCN(C(=O)c1ccccc1)C(C#N)c1ccccc1OCc1ccccc1 (stereo unspecified)
    -5, -6, -3
> O=C(c1n[nH]c2ccccc12)N1CCOC(COCc2c(Cl)cccc2Cl)C1 (stereo unspecified)
    -7, -4, 25
> COc1cccc(-c2cc(C(=O)N3CCCC3)nc3cc(C(C)(C)C)nn23)c1
    -6, -3, 18
> O=C(Nc1ccc(F)c(F)c1F)c1ccc(=O)n(Cc2cccc(F)c2)c1
    nt, -11, 15
> CC1CNC(=O)CCN1C(=O)c1cc(-n2cccn2)ccc1Cl (stereo unspecified)
    nt, -4, 11
> CC(=O)c1[nH]c(C)c(C(=O)N2C[C@H]3CC=CC[C@H]3C2)c1C
    -15, -6, 7
> CC(C)c1ccc(NC(=O)C(C2CCCC2)N2CCN(C(=O)c3cccc(Br)c3)CC2)cc1 (stereo unspecified)
    -4, -4, -1
> Cc1cc(NS(=O)(=O)c2ccc(F)c(F)c2)ccc1N1CCCC1=O
    nt, -17, 2
> CCN(CC)C(=O)CN(C#N)c1nc(C)cc(C)n1
    -4, -1, 1
> O=C1CN(C2CCCCC2)C2CS(=O)(=O)CC2N1c1ccc(Cl)cc1 (stereo unspecified)
    nt, 1, 10
> c1cncc(-c2nc(Oc3ccc4ccccc4c3)c3ccccc3n2)c1
    -5, -7, 6
> NC(=O)CN(C(=O)/C=C/c1ccc(Cl)cc1)C1CCCC1
    nt, -8, -3
> CN(C)C(=O)c1ccc(CN2C(=O)COCc3cc(-c4csc5ccccc45)ccc32)cc1
    nt, -6, 9
> CCN(Cc1noc(C)n1)C(=O)c1cn[nH]c1-c1cccc(OC)c1
    nt, 2, 4
> C=CCOCC(O)CN(Cc1c(-c2ccccc2)nn(C)c1Oc1ccccc1OC)CC(C)C (stereo unspecified)
    -7, -3, 6
> CCN(CC)S(=O)(=O)c1ccc2c(c1)nc(CCC(=O)NC(C)c1ccccc1)n2C (stereo unspecified)
    -7, -8, 1
> O=C(O)c1coc(CN(Cc2ccco2)Cc2cccs2)n1
    nt, 1, 8
> COC(=O)c1c(C)c(C(=O)C(C)N(C)C(=O)c2ccc([N+](=O)[O-])cc2)c(C)n1C (stereo unspecified)
    -3, -1, -1
> O=C(NCCC(F)(F)F)c1csc(N2CCNC2=O)n1
    nt, -1, 6
> Cc1nc2c(=O)n(CCc3ccccc3)nc(-c3ccc(F)cc3)c2s1
    -6, 7, 4
> O=c1[nH]c(=O)n(CCC2=CCCCC2)c(O)c1C=C1C=CC=N1
    -3, 0, -10
> C=CCN1CC(c2nc3ccccc3n2CCOc2ccccc2OC)CC1=O (stereo unspecified)
    -5, -6, 4
> O=S(=O)(c1ccc(Cl)cc1)N1CCN(C2CCCC2)CC1
    nt, 2, -1
> O=C1/C(=C/c2ccc(-c3ccc([N+](=O)[O-])cc3)o2)C=C(c2ccccc2)N1Cc1ccccc1
    -5, -3, -4
> COCc1cc(N(C)CCc2ccc(OC)c(OC)c2)nc(SCc2ccc(C(=O)N3CCCC3)o2)n1
    -5, -2, 1
> Cc1nn2c(NC(C)C)cc(C(C)C)nc2c1-c1ccccc1
    -7, -5, 0
> O=C(OCc1cn2cc(Cl)ccc2n1)c1cc(=O)c2cc(Cl)ccc2o1
    1, 2, -1
> CC=CCn1c(=O)c2c(nc3n2CCCN3c2cccc(C)c2C)n(C)c1=O
    -10, -6, 7

# Nothing new here: entries from further up.
# Order of values: mcGAS inh, hcGAS lum, NPYLR7 ag
> COCCN1CCC(N(Cc2nnc(C3CC3)n2C)C(C)=O)C1 (stereo unspecified)
    nt, -4, 1
> Cc1ccccc1-n1c(SCC(=O)N2CCOCC2)nnc1-c1ccccc1Cl
    -3, 1, 4
> Cc1[nH]c2nc3c(c(=O)n(Cc4ccc(Br)cc4)c(=O)n3C)n2c1C
    -10, -6, 8

# Going on with the list.
# Order of values: mcGAS inh, hcGAS lum, NPYLR7 ag
> Cc1cccc2nc(-c3cccc(F)c3)c(NC(C)(C)CC(C)(C)C)n12
    -7&2, -4&3, -5&-8
> Cc1nc(SCC(=O)N(C)Cc2ccsc2)n[nH]1
    -16, -4, 1
> C=CC(C)(O)CNc1ccc(-n2nc(OCC)nc2-c2ccc3c(c2)OCO3)cc1 (stereo unspecified)
    -5, -7, -2
> Cn1cc(C(CC(=O)N2CCOCC2)c2ccc3c(c2)OCO3)c2ccccc21 (stereo unspecified)
    -3, -1, nt
> Cc1ccc(S(=O)(=O)n2ccc(C(=O)Nc3ccncc3)c2)cc1
    nt, -6, 6
> COc1ccc(C(C2Sc3nc(C)nn3C2=O)N2CCCC(C)C2)cc1OC (stereo unspecified)
    nt, -4, 7
> CCNc1nc(NCC)n2c(SCC(=O)NCC3CCCCC3)nnc2n1
    nt, -5, 4
> CC(C)CC(NC(=O)c1cnnn1-c1ccccc1)c1ncnn1C (stereo unspecified)
    nt, 1, 12
> O=C1O/C(=C(\c2ccc(Cl)cc2)[N+](=O)[O-])c2ccccc21
    -4, -6, -1
> Cc1c(O)ccc2c1O/C(=C\N1CCC3(CC1)OCCO3)C2=O
    -8, -3, -6
> COCCN(CCC(=O)NCc1cccc(C(F)(F)F)c1)c1nc(-c2ccco2)nc2ccccc12
    -4, -2, -3
> Cc1ccc2[nH]c3c(cc(Nc4ccccc4)c4c(=O)c5ccccc5c(=O)c43)oc2c1
    nt, -7, -2
> CCCOc1ccc(C(=O)N2CCN3CCNC(=O)C3C2)cc1Cl (stereo unspecified)
    -17, -4, 1
> O=C(Cc1nc2ccccc2o1)NCCc1nc2c(s1)CCCC2
    -12, -4, 0
> CN1CCC2(CC1)CN(C(=O)CN1CCOC1=O)CCCN2C
    -14, -4, 6

# Arranged by number of heavy atoms (rising): some entries from above
# Order of values: mcGAS inh, hcGAS lum, NPYLR7 ag
> Cc1nc(SCC(=O)N(C)Cc2ccsc2)n[nH]1
    -16, -4, 1
> O=C1O/C(=C(\c2ccc(Cl)cc2)[N+](=O)[O-])c2ccccc21
    -4, -6, -1
> Cc1c(O)ccc2c1O/C(=C\N1CCC3(CC1)OCCO3)C2=O
    -8, -3, -6
> Cc1ccc(S(=O)(=O)n2ccc(C(=O)Nc3ccncc3)c2)cc1
    nt, -6, 6

# Remaining list, next part
# Order of values: mcGAS inh, hcGAS lum, NPYLR7 ag
> CC(=O)N1CCCC1c1nc(C2CN(S(=O)(=O)C(C)C)C2)no1 (stereo unspecified)
    -5, -9, nt
> CC(O)c1ccc(-c2cccc(CN3CCOCC3)c2)cc1 (stereo unspecified)
    nt, -7, 4
> CCCc1cc(C(=O)Nn2cnc3sccc3c2=O)sc1C
    nt, 6, 4
> CC1=C(/C=C/C(C)=C/C=C/C(C)=C\C(=O)O)C(C)(C)CCC1
    -5&-2, -4&-8&-1&9, -6&3&-5&4
> CC(C)S(=O)(=O)Cc1cccc(NC(=O)c2ccc[nH]2)c1
    nt, 16, -4
> COc1cc(=O)n(-c2ccccc2C)nc1C(=O)N(Cc1ccccc1)Cc1ccccc1
    0, 2, -3
> Cc1ccsc1C(=O)N1CCS(=O)C(C)(C)C1 (stereo unspecified)
    nt, -9, 2
> CCCSc1ncc(C2CC(=O)Nc3c2cnn3Cc2cccnc2)cn1 (stereo unspecified)
    nt, -3, 3
> Cc1ccc(C2CC(C(F)(F)F)n3ncc(C(=O)Nc4ccc(C#N)cc4)c3N2)cc1 (stereo unspecified)
    -5, -3, -2
> COCCOc1nc(-c2ccc(Cl)c(Cl)c2)n(-c2ccc(NC(=O)c3cccc(F)c3)cc2)n1
    -3, -1, -1
> CCOc1cc(S(=O)(=O)Nc2ccc(F)cc2)c(OCC)cc1C
    nt, -4, 5
> CC(=O)C1=C(c2ccc(Cl)cc2)N(C(C)=O)n2c(nnc2C2CCCCC2)S1
    nt, -14, 6
> Cc1noc(C)c1CNCc1c(C)nn(CCO)c1C
    nt, -6, 11
> O=C1CCC([N+](=O)[O-])C(c2ccc(Cl)cc2Cl)N1 (stereo unspecified)
    nt, -5, -14
> COc1c(C)cnc(CN2CCC(c3ccccc3C(=O)O)C2)c1C (stereo unspecified)
    -1, -3, 0
> CCCCOc1ccc(C(=O)Nn2cnc3c(cnn3C(C)(C)C)c2=O)cc1
    nt, -11, 0
> Oc1ccc(/C=N\Nc2nc(N3CCOCC3)nc(N3CCOCC3)n2)c(O)c1
    -4, 0, -17
> CCOc1ccc(-n2c(CCc3c(C)n[nH]c3C)n[nH]c2=O)cc1
    nt, -8, 13
> COc1ccc(NC(=O)N2CCc3nc(-c4ccccc4)nc(N4CCN(C)CC4)c3C2)c(OC)c1
    -3, -2, nt
> O=c1cc(CSc2nnnn2C2CCCC2)nc2ccc(Br)cn12
    nt, -3, 1
> Cc1ccc(NC(=O)c2cc3c(s2)CCCCC3)c(OCC2CCCO2)c1 (stereo unspecified)
    -9, -5, 5
> Cc1ccsc1C(=O)N1CCCC(N2CCN(Cc3ccc4c(c3)OCO4)CC2)C1 (stereo unspecified)
    nt, -9, -1
> CNc1nc2cnc(Nc3cccc(C)c3)cc2n1Cc1ccc(OC)c(OC)c1
    -6, -6, 7
> Nc1nc2c(c(N3CC[C@@H](O)C3)n1)CCN(C(=O)[C@H]1CCCO1)CC2
    -7, -9, nt
> CCCN(C)C(=O)NCc1cc(OC)nc2ccccc12
    nt, -4, 2
> O=C(Cc1cccs1)Nn1cnc2c(cnn2-c2ccccc2)c1=O
    nt, -8, 13
> Clc1nc(-c2ccccc2)c2cc(Br)ccc2n1
    -7, -5, 6
> COc1cc(O)cc(/C=C/c2ccccc2)c1
    -6, -9, nt
> CC(=O)c1c(C)[nH]c(C(=O)OCC(=O)N(CC(C)C)C2CCS(=O)(=O)C2)c1C (stereo unspecified)
    -2, 2, -1
> C=CCN(CC(=O)Nc1ccc(NC(C)=O)cc1)Cc1ccc(Cl)s1
    nt, 1, -7
> CC1(C)C2CCC1(C)C(NC(=O)N1CCCC(CNS(C)(=O)=O)C1)C2 (stereo unspecified)
    nt, -4, 1
> Cc1ccc2oc(-c3ccc(NC(=O)c4ccccc4C)c(C)c3)nc2c1
    -6, -4, 19
> O=C(Cc1cccs1)NCCn1ncc2c(N3CCCCCC3)ncnc21
    1, -2, -1
> Cc1sc2nc(C(C)OC(=O)C=Cc3ccco3)[nH]c(=O)c2c1C (stereo unspecified)
    nt, 1, 7
> Fc1ccc(NC(=S)NN=C2CCc3ccccc32)c(F)c1
    nt, -11, 2
> Cc1cc(C)n2nc(C)c(C#N)c2n1
    nt, -4, 1
> Cc1ccc(Sc2c(C)nn(C(=O)CNS(=O)(=O)c3ccc(F)cc3)c2C)cc1
    nt, 8, -6
> CCc1nc2ccc(C(=O)Nc3cccc(NS(C)(=O)=O)c3)cn2c1N(C)Cc1nccn1C
    0, 0, 8
> COc1ccc(NC(=O)CSc2cn(CC(=O)N3CC(C)OC(C)C3)c3ccccc23)cc1 (stereo unspecified)
    -8, -4, -7
> COc1ccccc1CNC(=O)C1(C)CCN1C(=O)Cc1ccc(-c2ccccc2)cc1 (stereo unspecified)
    -5, -3, 2
> CCOc1ccc(N2CCN(C(=O)c3cccc(OC)c3)C(C)C2=O)cc1 (stereo unspecified)
    nt, -2, 1
> CCOc1ccc(C2c3cccn3CCN2C(=S)NC)cc1 (stereo unspecified)
    nt, -7, 3
> Cc1sc2nc(C(C)N3CCN(Cc4ccco4)CC3)[nH]c(=O)c2c1C (stereo unspecified)
    nt, -2, 10
> CCCCOc1ccc(S(=O)(=O)NCCCN2CCOCC2)c2ccccc12
    nt, -6, 5
> CN(C)S(=O)(=O)c1ccc(C(=O)NCCn2ncc3c(N4CCCC4)ncnc32)cc1
    -5, -9, -1

# Screens: PubChem BioAssay, Fisher Drug Discovery Resource Center
